Screens from PubChem BioAssay.
Giardia FBPA inh – Giardia lamblia aldolase inhibition | A8B2U2 | purified Giardia FBPA | Potency, µM (doses to about 59.6 µM), without a hit: at the highest dose activity, negative = inhibition, usual class: inhibitors | hit rate 0.71% among 290,000 | AID 2451; note: potency is the fitted concentration of half-maximal effect; % is set by controls: 0 for no effect and ±100 for the full control effect; nearly all actives have a fitted effect of over 55% in size
Target sequence (A8B2U2 whole entry, looked up): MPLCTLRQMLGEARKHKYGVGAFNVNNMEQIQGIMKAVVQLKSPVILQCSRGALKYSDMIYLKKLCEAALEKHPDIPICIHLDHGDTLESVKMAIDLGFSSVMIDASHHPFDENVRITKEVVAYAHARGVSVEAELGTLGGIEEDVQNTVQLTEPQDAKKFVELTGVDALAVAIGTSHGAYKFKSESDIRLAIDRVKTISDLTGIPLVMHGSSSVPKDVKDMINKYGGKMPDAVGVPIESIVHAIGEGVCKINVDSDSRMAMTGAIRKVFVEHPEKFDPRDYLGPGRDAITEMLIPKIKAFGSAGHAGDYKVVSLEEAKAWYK
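40 nM FBPA preincubated 10 min at RT with compound (up to 57.5 uM final), then substrate plus GAPDH/TPI/NAD/arsenate coupling and diaphorase/resazurin added. Fluorescence read after 20 min at RT, 525/598 nm.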
HCV inh – HCV inhibition | Huh7.5.1 HCVcc-Cre infection, luciferase reporter, 44 h | Potency, µM (doses to about 41.8 µM), for inactives: at the top dose activity change, negative = inhibition, actives largely listed as inhibitors | hit rate 3.4% among 340,000; note: potency is the fitted concentration of half-maximal effect; % is set by controls: 0 for no effect and ±100 for the full control effect
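Infectious HCV cell culture screen: compound-treated cells (1,000/well, pre-plated 4 h) are infected with HCVcc-Cre at roughly 0.5 moi and grown 44 h. Infection is quantified by luciferase signal after 15 min substrate incubation at room temperature.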
Pf growth 96h – P. falciparum growth inhibition at 96 hour, primary screen for plastid delayed-death inhibitors. P. falciparum luciferase reporter growth, 96 h. Potency, µM (doses to about 28.7 µM), inactives show top-dose activity change, negative = inhibition, hits mostly inhibitors. hit rate 6.9% among 320,000. AID 504834; note: potency is the fitted concentration of half-maximal effect; % is set by controls: 0 for no effect and ±100 for the full control effect
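Two-generation exposure (96 h) targets delayed-death phenotype. Reporter parasites carrying integrated firefly luciferase, in red cells at 2% hematocrit and 0.05% parasitemia final, kept at 37 C, 5% CO2; luminescence loss indicates inhibition.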
Pf growth 48h – inhibits P. falciparum growth in the first generation, 48 h | hit rate 5.9% among 310,000 | Potency, µM (doses to about 28.7 µM), inactives show top-dose activity change, negative = inhibition, usual class: inhibitors | AID 504832 | P. falciparum luciferase growth in erythrocytes, 48 h; note: potency is the fitted concentration of half-maximal effect; % is set by controls: 0 for no effect and ±100 for the full control effect
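Parasite viability was followed by luminescence of a genomically integrated firefly luciferase. Cultures held 0.1% parasitemia at 2% hematocrit (final), incubated under 5% CO2 at 37 C.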
Shiga toxin inh – Shiga toxin inhibition. AID 2315. inhibition, % at 38.7 µM. Vero cells, Shiga toxin protein synthesis inhibition reporter. hit rate 9.2% among 290,000; in the data active = inhibition mostly above about 28%, no sharp cut-off; inactive = mostly below about 43%; note: 0% is about no effect
Cycloheximide cs – counter-screen for Shiga toxin inhibitors: cycloheximide protein synthesis inhibition | cell reporter, cycloheximide protein synthesis inhibition counterscreen | max response, % | hit rate 12% among 300,000 | AID 2314; in the data active = max response mostly above about 13%, no sharp cut-off; inactive = mostly below about 14%; note: read at 38.3 µM for the half of the compounds with a filed dose; 0% is about no effect
* marks the source's active call; other numbers are inactive results; ? = inconclusive; · = not tested or not shown; [ ] = dose if it differs, or a comment. Unless noted, calls come from the whole dose curve; as a rule, active = well fitted curve in the direction sought with a large enough effect; inconclusive = small, poorly fitted or top-dose-only effect, or another doubt; inactive = no such curve, though single readings can be large; an effect the other way counts as inactive or inconclusive.

no.	SMILES	Giardia FBPA inh	HCV inh	Pf growth 96h	Pf growth 48h	Shiga toxin inh	Cycloheximide cs
1	O=C(c1[nH]nc2c1CCc1ccccc1-2)N1CCN(Cc2ccc3c(c2)OCO3)CC1	19%	?	?	8.3µM*	-7	15
2	Cn1cnnc1SC1c2cccc3cccc(c23)C1NS(=O)(=O)c1ccccc1 (configuration not stated)	23%	12%	7%	-10%	6	-4
3	COc1ccc(CNC(=O)Cn2cccc2C(=O)c2ccccc2C)cc1	19%	6%	?	40%[activator]	60*	71*
4	CNc1nc(-c2ccccn2)nnc1-c1ccccc1	?	?	?	·	22	4
5	COc1ccccc1OCC(=O)N/N=C1/C=C(C)CC1	-10%	3%	?	-3%	-3	5
6	CC(=O)SCC(C)C(=O)NCc1ccccc1 (configuration not stated)	4%	8%	28%	·	7	0
7	CCOc1ncccc1C(=O)N1CCN(c2cc(Cl)ccc2C)CC1	4%	?	?	-31%	-6	-5
8	COc1ccc(-c2ncncc2-c2csc(C)n2)c(O)c1OC	-14%	8%	·	8%	-24	-1
9	CC(C)(C)NC1=CC(=O)OC12CCCCC2	0%	20%	?	5%	1	-3
10	CCOc1ccccc1OCCCC(=O)Nc1nc2ccccc2[nH]1	1%	-13%	-3%	17%	-2	5
11	Cc1cccc(-n2c(Cc3cc(=O)[nH]c(=O)[nH]3)nnc2SCC(=O)N2CCc3ccccc32)c1	·	·	?	-14%	10	15
12	CCc1ccc(Nc2n[n+](-c3ccccc3)c(-c3ccc(OC)c(Br)c3)s2)cc1	?	?	4.7µM*	1%	33*	26*
13	CCOC(=O)c1c(/N=C/C2C(=O)CC(C)(C)CC2=O)sc(C)c1C	0%	16%	0%	13%	-11	-6
14	O=C(NCc1ccccc1Cl)C1CCC(=O)N(C2CC2)C1 (configuration not stated)	·	20%	-1%	-5%	-3	17
15	N#Cc1ccc(-c2csc(NC(=O)C3CC3)n2)cc1	0%	-30%	101%[activator]	·	30	12
16	CCOc1ccc(NS(=O)(=O)c2ccc(NC(=S)NC(=O)CC(C)C)cc2)cc1	-3%	11µM*	?	·	-7	-3
17	COc1ccc(NC(=O)c2ccccc2C)cc1	6%	2%	4%	205%[activator]	·	34*
18	O=C(CSc1ccccn1)NCc1ccc2c(c1)OCO2	-2%	-2%	?	65%[activator]	-8	12*
19	CCOc1ccc2nc(NC(=O)CSCC(=O)Nc3cc(C)on3)sc2c1	·	8%	130%[activator]	95%[activator]	·	·
20	COc1ccc(C(CC(=O)O)NC(=O)Nc2ccccc2)cc1OC (configuration not stated)	5%	24%	8%	1%	14	-2
21	N#C/C(=C\c1ccc([N+](=O)[O-])cc1)C(=O)Nc1ccccc1O	-11%	-11%	?	-14%	40	31*
22	CCNc1nc(OC)nc(SCC(N)=O)n1	1%	15%	41%[activator]	-1%	32	-4
23	CN(Cc1cnn(C)c1)C(=O)C1CCC(=O)N(Cc2cccc(F)c2)C1 (configuration not stated)	·	8%	26%	2%	-8	6
24	CCN1CNC(=S)N(c2cccc(C)c2C)C1	4%	8%	?	2%	-12	-2
25	CCc1ccccc1NC(=O)c1ccccc1N1C(=O)C2C3C=CC(C3)C2C1=O (configuration not stated)	·	32%[activator]	?	-1%	-9	0
26	CCOCCCNC(=O)C1CC(=O)N(CCc2ccccc2)C1 (configuration not stated)	6%	1%	-15%	1%	5	1
27	Cc1ccc(S(=O)(=O)NC(=O)NN2CC3CCCC3C2)cc1 (configuration not stated)	?	-13%	23%	34%[activator]	21	-2
28	COc1ccc(CCNS(=O)(=O)c2ccc3c(c2)NC(=O)CCS3)cc1OC	·	-6%	?	?	3	14
29	CS(=O)(=O)N1CCN(c2ccccc2NC(=O)C(c2ccccc2)c2ccccc2)CC1	1%	-1%	·	10µM*	-23	0
30	COc1cc(NC(=O)c2cnc(N)s2)cc(C(=O)Nc2cccc(C(F)(F)F)c2)c1	2%	?	3.3µM*	2.6µM*	-2	-4
31	COc1ccc(C2=NN(c3nc(-c4ccccc4)c(CC(=O)O)s3)C(c3ccco3)C2)cc1 (configuration not stated)	-19%	?	?	-9%	48*	18*
32	Cc1ccc(S(=O)(=O)N2CCN(C(=O)CSc3nnnn3C)CC2)c(C)c1	6%	-6%	32%[5.75 µM]	-5%	27	-2
33	Cc1cccc(NC(=S)NNC(=O)c2csc3c2CCCC3)c1	19%	·	118%[activator]	96%[activator]	26	29*
34	Cc1cc(S(=O)(=O)Nc2ccc3cn[nH]c3c2)c(C)cc1Cl	-18%	?	31%[activator]	-8%	-24	-8
35	CCCC(=O)CN1C(=O)C2(OCCO2)c2ccccc21	4%	9%	?	-1%	-1	1
36	NC(=O)c1oc2ccccc2c1NC(=O)C1CCCCC1	3%	4%	7%	-3%	-15	4
37	Cc1cc(C)nc(NC(=O)c2ccc(Cl)cc2[N+](=O)[O-])c1	5%	2%	1%	32%[activator]	12	-2
38	COc1ccc(OC)c(C(=O)CSc2nc3cccnc3n2C)c1	?	-22%	4%	28%	10	-3
39	CNc1c([N+](=O)[O-])cnn1-c1ccccc1Cl	1%	10%	57%[activator]	48%[activator]	6	15*
40	CC1CC(C)(C)NC(=S)N1CCC(=O)NCc1ccc(F)cc1 (configuration not stated)	4%	1%	?	6%	-14	-2
41	COc1ccc(C2=NCCn3nc4cc(OC)ccc4c32)cc1	·	-14%	0%	15%	·	·
42	COCCNC(=S)N(CCN(C)C)Cc1cc2cc3c(cc2[nH]c1=O)OCO3	-10%	1%	?	35%	·	4
43	CN(C)CCCN=Cc1c(O)n(Cc2ccco2)c(=O)[nH]c1=O	4%	12%	-6%	28%	12	8
44	CCOC(=O)c1cnc2ccccc2c1Nc1ccc(C(=O)O)cc1	10%	-10%	?	?	-6	12
45	CCOC(=O)c1c(C)c(C(=O)NCCOC)c(C)n1CC	7%	21%	90%[activator]	6%	-9	6
46	O=C(CN(Cc1ccc(F)cc1)C(=O)c1ccco1)NCc1ccc(F)cc1	4%	-20%	0%	-5%	-9	1
47	NS(=O)(=O)c1ccc(NC(=S)NC(=O)c2cccnc2)cc1	?	13%	31%	-8%	-16	-2
48	CCOc1ncccc1C(=O)Nc1cccc(C(=O)Nc2cccc(S(=O)(=O)CCO)c2)c1	9%	6%	-17%	-30%	-16	-3
49	Cc1ccc(CN2CC(C(=O)N(Cc3nnc(-c4ccccc4Cl)o3)C3CC3)CC2=O)cc1 (configuration not stated)	·	6%	?	?	·	·
50	Cc1cc(C)cc(N(CC(=O)NC2CCCCC2)C(=O)CCCC(=O)Nc2ccccn2)c1	9%	-10%	8%	?	12	-3
51	c1ccc(CCc2nn3c(Cn4cnc5ccccc54)nnc3s2)cc1	13%	-5%	26%	-29%	6	-2
52	Cc1oc(-c2cccs2)nc1CN1CCC(c2ccccc2)CC1	0%	3%	6%	?	-5	-3
53	O=C(O)[C@H]1CCCC[C@H]1C(=O)NCCc1ccccc1	0%	12%	·	18%	-10	1
54	CC/C(C)=N/NS(=O)(=O)c1ccc(C)c([N+](=O)[O-])c1	2%	4%	0%	-5%	7	-2
55	CC(=O)c1cccc(NC(=O)Nc2cnn(Cc3ccc(F)cc3)c2)c1	0%	·	15%	?	-15	9
56	O=C(CCNC(=O)c1ccccc1Cl)Nc1ccncc1	·	22%	0%	17%	-3	-2
57	O=C(CNc1cccc2ccccc12)N/N=C/c1ccccn1	?	-2%	0%	?	20	15
58	CN(C)/C=C(\C(=O)c1ccccc1)c1nnnn1-c1ccc(F)cc1	1%	8%	-4%	7%	-3	-1
59	Cc1noc2ncnc(Oc3ccccc3)c12	5%	6%	-16%	5%	6	-2
60	Cc1ccccc1CC(=O)c1ccc(O)c(C)c1O	-3%	-1%	?	?	-3	2

Three structures already listed, ordered by length of the SMILES, highest first.
no.	SMILES	Giardia FBPA inh	HCV inh	Pf growth 96h	Pf growth 48h	Shiga toxin inh	Cycloheximide cs
55	CC(=O)c1cccc(NC(=O)Nc2cnn(Cc3ccc(F)cc3)c2)c1	0%	·	15%	?	-15	9
52	Cc1oc(-c2cccs2)nc1CN1CCC(c2ccccc2)CC1	0%	3%	6%	?	-5	-3
56	O=C(CCNC(=O)c1ccccc1Cl)Nc1ccncc1	·	22%	0%	17%	-3	-2

Arranged by molar mass (descending): 18 of the compounds above
no.	SMILES	Giardia FBPA inh	HCV inh	Pf growth 96h	Pf growth 48h	Shiga toxin inh	Cycloheximide cs
48	CCOc1ncccc1C(=O)Nc1cccc(C(=O)Nc2cccc(S(=O)(=O)CCO)c2)c1	9%	6%	-17%	-30%	-16	-3
49	Cc1ccc(CN2CC(C(=O)N(Cc3nnc(-c4ccccc4Cl)o3)C3CC3)CC2=O)cc1 (configuration not stated)	·	6%	?	?	·	·
50	Cc1cc(C)cc(N(CC(=O)NC2CCCCC2)C(=O)CCCC(=O)Nc2ccccn2)c1	9%	-10%	8%	?	12	-3
42	COCCNC(=S)N(CCN(C)C)Cc1cc2cc3c(cc2[nH]c1=O)OCO3	-10%	1%	?	35%	·	4
46	O=C(CN(Cc1ccc(F)cc1)C(=O)c1ccco1)NCc1ccc(F)cc1	4%	-20%	0%	-5%	-9	1
51	c1ccc(CCc2nn3c(Cn4cnc5ccccc54)nnc3s2)cc1	13%	-5%	26%	-29%	6	-2
55	CC(=O)c1cccc(NC(=O)Nc2cnn(Cc3ccc(F)cc3)c2)c1	0%	·	15%	?	-15	9
52	Cc1oc(-c2cccs2)nc1CN1CCC(c2ccccc2)CC1	0%	3%	6%	?	-5	-3
58	CN(C)/C=C(\C(=O)c1ccccc1)c1nnnn1-c1ccc(F)cc1	1%	8%	-4%	7%	-3	-1
44	CCOC(=O)c1cnc2ccccc2c1Nc1ccc(C(=O)O)cc1	10%	-10%	?	?	-6	12
43	CN(C)CCCN=Cc1c(O)n(Cc2ccco2)c(=O)[nH]c1=O	4%	12%	-6%	28%	12	8
41	COc1ccc(C2=NCCn3nc4cc(OC)ccc4c32)cc1	·	-14%	0%	15%	·	·
57	O=C(CNc1cccc2ccccc12)N/N=C/c1ccccn1	?	-2%	0%	?	20	15
45	CCOC(=O)c1c(C)c(C(=O)NCCOC)c(C)n1CC	7%	21%	90%[activator]	6%	-9	6
54	CC/C(C)=N/NS(=O)(=O)c1ccc(C)c([N+](=O)[O-])c1	2%	4%	0%	-5%	7	-2
53	O=C(O)[C@H]1CCCC[C@H]1C(=O)NCCc1ccccc1	0%	12%	·	18%	-10	1
60	Cc1ccccc1CC(=O)c1ccc(O)c(C)c1O	-3%	-1%	?	?	-3	2
59	Cc1noc2ncnc(Oc3ccccc3)c12	5%	6%	-16%	5%	6	-2

(more compounds)
no.	SMILES	Giardia FBPA inh	HCV inh	Pf growth 96h	Pf growth 48h	Shiga toxin inh	Cycloheximide cs
61	N#C/C(=C\Nc1ccccc1O)c1nc2ccccc2o1	-4%	10µM*	10µM*	1.7µM*	71*	26*
62	CCc1noc(C)c1C(=O)N1CCN(S(=O)(=O)c2ccc(C)cc2)CC1	·	10%	18%	-27%	·	·
63	COc1ccc(CC(=O)Nc2c3c(nn2-c2cccc(Cl)c2)CS(=O)C3)cc1 (configuration not stated)	-1%	-5%	1.5µM*	-5%	4	1
64	CCOC(=O)COn1c(=O)c(-c2cccs2)[n+]([O-])c2ccccc21	-27%	-9%	?	42%[activator]	30	33*
